# IL1B cytotox – cytotoxicity in IL-1B stimulated HUVEC, primary screen, cytotoxicity control for IL-1B NFkB translocation project, imaging, Hoechst nuclear count, IL-1B stimulus; HUVEC cell count loss; cell count reduction, % at 2 µM; actives 0.41% (n = 94,000);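 active = cell count reduction more than 3 SD above the screen-wide mean, cut at about 70% in these data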;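 note: normalized per plate to untreated control cells as the no-loss baseline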
# PTK2B oligo ant – antagonists of Pyk2 self-association, primary screen, Q293 cells, FERM NanoBiT luminescence, HTS; actives 0.83% (n = 99,000); Protein-tyrosine kinase 2-beta (Homo sapiens), Q14289; hits give low values; AID 1347419, 2020; z-score (the deposit names both 25 µM and 10 µM);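 active = Z-score of -3 or lower, scaled per plate to the spread of control and sample wells; inactive = z-score above -3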;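 note: negative z-score means lost luminescence so less FERM oligomerization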
# F-actin modifier – modifiers of F-actin cytoskeleton organization, primary screen, imaging, HUVEC, phalloidin staining, high-content imaging; AID 836, 2007; actives 0.18% (n = 91,000); inhibition, % at 2 µM; HUVEC TNFa F-actin phalloidin imaging;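 active = inhibition above the batch mean plus 3 SD and confirmed as a hit by visual image inspection, cut at about 30% in these data, passing the limit was not always enough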; note: strong numbers were not always called active
# PTPN22 act – LYP phosphatase activators, primary screen, biochemical, DiFMUP fluorescence, 2 µM; Tyrosine-protein phosphatase non-receptor type 22 (Homo sapiens), Q9Y2R2; recombinant LYP; 0 = plate median, 100 = signal doubled; activation, % at 2 µM; actives 0.11% (n = 96,000); AID 697, 2007;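 active = activation at 2 µM above a set limit, the mean plus 5 SD, cut at about 37% in these data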
# LYP inh 2 – PTPN22 phosphatase inhibitors, primary screen, biochemical, DiFMUP fluorescence, 2 µM; recombinant LYP catalytic domain; AID 640, 2007; actives 0.21% (n = 96,000); inhibition, % at 2 µM;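 active = inhibition at 2 µM at or above a set limit, the screen mean plus 3 SD, cut at about 24% in these data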;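 note: 0% = DMSO with enzyme and 100% = enzyme fully blocked by orthovanadate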
# ERa SRC1 inh – ERα–SRC-1 coactivator interaction inhibitors, primary screen, biochemical, TR-FRET, ERα LBD, estradiol-bound; Estrogen receptor (Homo sapiens), P03372; actives 1.7% (n = 86,000); TR-FRET ER-alpha LBD / SRC-1 peptide; inhibition, % at 25.6 µM; in the data active = inhibition above about 50%;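 note: 0% = receptor plus peptide control and 100% = peptide only without receptor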
# FAK blocker – FAK kinase inhibitors, primary screen, biochemical; Focal adhesion kinase 1 (Homo sapiens), Q05397; inhibition, %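 (tested at 7 µM)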; biochemical FAK kinase activity assay; actives 0.84% (n = 97,000); AID 727, 2007; in the data active = inhibition above about 19%;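 note: 0% = DMSO and 100% = reference compound high control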
# Target sequence (Q05397 whole entry, looked up): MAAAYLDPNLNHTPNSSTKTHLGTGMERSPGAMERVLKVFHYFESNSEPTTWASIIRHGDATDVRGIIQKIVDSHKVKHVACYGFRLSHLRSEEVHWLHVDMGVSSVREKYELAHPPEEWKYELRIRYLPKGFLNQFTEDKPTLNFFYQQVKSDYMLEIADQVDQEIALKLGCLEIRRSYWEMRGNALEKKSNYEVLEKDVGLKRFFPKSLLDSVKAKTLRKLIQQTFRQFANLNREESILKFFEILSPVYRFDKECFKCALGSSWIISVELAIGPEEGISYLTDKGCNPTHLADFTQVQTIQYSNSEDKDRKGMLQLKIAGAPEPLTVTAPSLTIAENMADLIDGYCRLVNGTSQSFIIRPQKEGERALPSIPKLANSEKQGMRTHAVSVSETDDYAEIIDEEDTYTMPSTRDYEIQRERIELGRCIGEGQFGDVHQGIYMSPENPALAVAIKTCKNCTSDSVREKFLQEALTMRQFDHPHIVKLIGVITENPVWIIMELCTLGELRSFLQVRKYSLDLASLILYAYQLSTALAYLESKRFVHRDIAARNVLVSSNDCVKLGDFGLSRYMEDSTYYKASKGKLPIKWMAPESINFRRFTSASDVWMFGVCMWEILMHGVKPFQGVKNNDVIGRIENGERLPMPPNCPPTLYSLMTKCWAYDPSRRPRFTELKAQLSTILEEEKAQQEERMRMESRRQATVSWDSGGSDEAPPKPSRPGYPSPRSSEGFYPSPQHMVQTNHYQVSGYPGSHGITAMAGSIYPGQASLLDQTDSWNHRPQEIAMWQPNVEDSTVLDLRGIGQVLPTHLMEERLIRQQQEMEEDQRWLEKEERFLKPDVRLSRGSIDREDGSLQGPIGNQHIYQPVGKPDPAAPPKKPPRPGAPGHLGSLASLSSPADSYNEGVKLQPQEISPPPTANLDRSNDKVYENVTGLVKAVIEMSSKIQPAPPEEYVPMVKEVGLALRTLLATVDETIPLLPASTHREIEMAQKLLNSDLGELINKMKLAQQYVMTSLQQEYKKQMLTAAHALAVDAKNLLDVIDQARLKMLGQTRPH
# TNFa cytotox – cytotoxicity in TNFa-stimulated HUVEC, primary screen, cytotoxicity control for VCAM1 expression modulator project, imaging, Hoechst nuclei count. actives 0.17% (n = 93,000). cell count reduction, % at 2 µM. HUVEC TNFalpha-stimulated, Hoechst cell count. AID 848, 2007;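 active = cell count reduction exceeding the screen mean by over 5 SD, scaled to untreated wells per plate, cut at about 78% in these data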;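 note: cells counted after 24 h of TNF alpha exposure following the 1 h pretreatment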
# VCAM1 TNFa inh – inhibitors of TNFa-induced VCAM1 expression, primary screen, imaging, HUVEC, TNFa stimulus, immunofluorescence; HUVEC TNFa-induced VCAM-1 immunofluorescence, high-content imaging; inhibition, % at 2 µM; actives 0.48% (n = 95,000);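 active = inhibition above the batch mean plus 3 SD, with images confirmed as a hit by eye, cut at about 37% in these data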;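 note: 0% = TNF-stimulated DMSO wells and 100% = unstimulated control wells; not every result past the cut was called active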
# * hit, by the source's call; nt = no result given; [ ] = another dose, or the depositor's remark. Random draw from the library, and some 3.8% of all compounds hit somewhere here.
SMILES,IL1B cytotox,PTK2B oligo ant,F-actin modifier,PTPN22 act,LYP inh 2,ERa SRC1 inh,FAK blocker,TNFa cytotox,VCAM1 TNFa inh
COc1ccc(N2CCN(C3CC(=O)N(c4ccc5c(c4)OCCO5)C3=O)CC2)cc1 (configuration not stated),-4,0.15,-14,6,-8,4,4,2,-4
O=C(N/N=C/c1cccc(OC2CSC2)c1)c1ccccc1O,-47,-0.17,-25,-5,9,nt,16,60,19
CCCCNS(=O)(=O)c1ccc(S(=O)(=O)NCc2ccncc2)cc1,-19,0.32,-6,-6,4,-15,-1,-17,13
COc1ccc(/C=N/NC(=O)c2ccc(COc3ccccc3Cl)o2)cc1,-51,1.8,-1,0,4,nt,9,-18,17
C/C(=C\C(=O)c1ccccc1)Nc1ccc(N2CCOCC2)cc1,2,-0.1,22,9,-6,-3,1,-36,0
CCCCOc1ccc(OCCNS(=O)(=O)N(C)C)cc1,-1,-0.85,7,-8,5,-6,-3,-24,1
COc1ccc(N2CCN(Cc3cc(=O)oc4ccc(Cl)cc34)CC2)cc1,17,-0.67,8,-4,4,13[fluorescence artefact?],5,-21,-3
Cc1cc(NC(=O)CSc2nc3ccccc3c(=O)n2Cc2ccccc2)no1,-10,-0.63,17,-6,6,5,2,-18,-13
CC(C)C(=O)N(c1ccc(F)cc1)C1C=CS(=O)(=O)C1 (configuration not stated),0,0.08,10,11,-15,-1,2,-18,-10
COc1ccc(CC(=O)n2nc(-c3cccnc3)nc2N)cc1,8,1.6,4,-4,8,1,8,7,-21
CCc1ccc(C(=O)COC(=O)CNC(=O)c2cccs2)cc1,-10,0.02,21,-6,8,-4,7,2,-8
O=C1CC(c2ccco2)Cc2nc(N3CCN(Cc4ccc5c(c4)OCO5)CC3)ncc21 (configuration not stated),-77,-0.13,-61,-7,7,-4,-2,-5,-12
O=C(c1cc(-c2ccncc2)nc2ccccc12)N1CCN(c2ccccn2)CC1,-30,0.29,-15,7,-10,-38,3,-11,-3
O=C(NCCN1CCN(C(=O)c2cccs2)CC1)C(=O)Nc1ccc(Br)cc1,22,0.15,-8,-9,11,3,-3,-7,12
O=C(O)c1cc2sccc2s1,10,nt,11,0,0,1,-2,-4,0
CCOc1ccc(OCC(=O)NCCc2nc3ccccc3[nH]2)cc1,6,-0.61,17,12,-12,5,0,4,-11
CC(C)CNC(=O)COc1ncnc2ccccc12,-19,-0.15,10,11,-8,-5,0,-27,15
O=C(Nc1ccccc1)N1CCCC2CCCCC21 (configuration not stated),-9,-0.07,8,8,-9,-4,8,-24,9
CC1(C)CC(CC(=O)Nc2ccccn2)C(=O)O1 (configuration not stated),-4,1.1,-8,-1,2,0,-1,-30,5
CC(=O)c1ccc(NC(=O)CCC(=O)OCC(F)(F)C(F)F)cc1,0,-0.68,nt,8,-8,0,-2,-9,-4
Cc1nc2cc(-c3cccs3)[nH]n2c(=O)c1C,-20,0.76,-14,1,0,8,-1,-13,4
COC(=O)c1ccc(N2CCC(c3cc(-c4ccc(OC)cc4)n[nH]3)CC2)c([N+](=O)[O-])c1,19,-1.6,-1,-5,8,nt,4,-26,-4
COc1cc(C2CC(=O)n3c(nc4ccccc43)S2)cc(OC)c1OC (configuration not stated),0,nt,-13,-14,15,-2,1,-3,-1
Clc1cccc(-c2cc3nc4c(c(N5CCN(c6cnccn6)CC5)n3n2)CCCC4)c1,-14,-1.7,-2,-2,1,0,-2,-3,0
O=C(NC1CCCc2ccccc21)C1CCN(c2c3c(nc4ncnn24)CCC3)CC1 (configuration not stated),-23,1.1,2,5,-10,nt,7,-13,-18
# Next section
SMILES,IL1B cytotox,PTK2B oligo ant,F-actin modifier,PTPN22 act,LYP inh 2,ERa SRC1 inh,FAK blocker,TNFa cytotox,VCAM1 TNFa inh
COc1ccc(-n2c(C)c(C(C)=O)c(C(C)=O)c2C)cc1,27,0.19,3,-1,0,-2,0,-11,4
CCn1c(=O)c2c(O)cc(=O)oc2c2ccccc21,-14,0.41,3,0,3,nt,1,-18,10
CCn1nnnc1SCC(=O)NNC(=O)C1CCCCC1,-40,1.1,-23,2,2,nt,2,-11,18
Cn1cccc1Cc1nnc(SCC(=O)Nc2ccccc2F)n1CCc1ccccc1,-6,nt,1,-6,4,-3,6,13,8
O=C1c2ccccc2C(O)(c2ncc[nH]2)N1C1CCCCC1 (configuration not stated),-23,1.6,-2,1,-4,0,-2,-33,-10
O=C(NCc1ccc2c(c1)OCO2)C1CC(=O)N(c2ccc(O)cc2)C1 (configuration not stated),6,0.5,13,0,-1,-19,1,-3,11
CCC(=O)Nc1cccc(NC(=O)CSc2nnc(-c3ccc(NS(C)(=O)=O)cc3)n2C)c1,-40,0.45,-9,4,-5,-3,-6,nt,nt
CCc1noc(N)c1C(=O)Nc1ccc(F)c(Cl)c1,-43,0.8,5,-2,1,1,-10,-9,4
CCc1ccccc1NC(=O)c1ccc(F)c(S(=O)(=O)N2CCC(C(N)=O)CC2)c1,-9,0.19,-1,-4,2,-12,-2,-20,0
COc1ccc(N2CSC3=C(C#N)C(c4cccc(OC)c4OC)CC(=O)N3C2)cc1 (configuration not stated),-5,nt,-3,-1,-2,-7[fluorescence artefact?],2,-49,9
COc1cc(C(=O)Nc2ccc(S(=O)(=O)Nc3onc(C)c3C)cc2)cc(OC)c1OC,10,-1.1,30,2,-3,5,-8,-6,12
CS(=O)(=O)N1CCC(C(=O)Nc2ccccc2)CC1,4,-0.2,12,0,1,-6,-4,-9,24
CCOC(=O)N1CCN(CC(O)COc2c(OC)cccc2OC)CC1 (configuration not stated),-13,-0.41,11,2,-2,nt,-1,-26,-7
COc1ccc(Cl)cc1NC(=S)NCc1ccco1,-4,0.33,7,-10,12,-1,2,10,18
CCOC(=O)CSc1nnc(N)s1,-14,0.59,2,3,-4,-5,4,-22,-7
CCOc1ccccc1NC1=CC(=O)CC(c2ccccc2)C1 (configuration not stated),9,-0.44,4,3,2,nt,1,-14,-24
CC(C)(C(=O)c1ccccc1)/[N+]([O-])=C/c1ccccc1F,4,1.1,22,-7,9,nt,-2,-15,1
CC(C)C(C(=O)C=[N+]=[N-])N1C(=O)c2ccccc2C1=O (configuration not stated),18,2.5,2,0,2,3[fluorescence artefact?],-1,-9,-2
COc1ccc(/C=N/OCc2nc3c4c(ncn3n2)Oc2ccc3ccccc3c2C4c2ccccc2)cc1 (configuration not stated),19,0.26,-4,-1,0,nt,-11,-23,-8
ON1C(c2ccccc2)CC2(O)c3nonc3CCC12 (configuration not stated),-2,0.35,22,0,-2,-11,0,-5,-3
c1ccc(Oc2nc(Oc3ccccc3)nc(N3CCOCC3)n2)cc1,-2,-2.1,20,6,-7,7[fluorescence artefact?],1,-18,15
CCC(C)NC(=O)Cn1cnc2sc(C)cc2c1=O (configuration not stated),-24,-0.13,2,-2,1,nt,-1,-13,-9
CCOc1cc(N2CCOCC2)c(OCC)cc1NC(=O)CSc1cccc[n+]1[O-],-13,-0.1,-2,1,1,10,-1,10,-1
CSc1nsc(SC)c1C(=O)NCCNS(=O)(=O)c1ccc(C)cc1,-5,0.83,-6,-2,-1,-3,0,-7,14
O=S(=O)(Nc1nc2ccccc2s1)c1ccc(Br)s1,-25,-1.1,-12,6,-8,-19,-3,-12,2
# Further records
SMILES,IL1B cytotox,PTK2B oligo ant,F-actin modifier,PTPN22 act,LYP inh 2,ERa SRC1 inh,FAK blocker,TNFa cytotox,VCAM1 TNFa inh
COc1ccc(NC(=O)C2CCCN2S(=O)(=O)c2ccc(C)cc2)cc1 (configuration not stated),12,1.2,15,-7,6,1[fluorescence artefact?],-2,-10,-10
COC(=O)C1=C(CSc2nccn2C)NC(=O)NC1c1cc(C)ccc1C (configuration not stated),0,0.81,nt,3,-2,4,2,-35,-3
Cc1ccc(OCC(=O)NNC(=O)CCC(=O)NCc2ccccc2)cc1,-2,0.71,nt,14,-12,nt,-2,-12,-3
CCOC(=O)c1c(C)[nH]c(C(=O)NNC(=O)c2ccccc2)c1C,22,-0.37,-2,9,-5,nt,7,nt,-9
COC(=O)CN(c1cccc(OC)c1)S(C)(=O)=O,6,1.2,-2,-12,12,16[fluorescence artefact?],3,-15,7
CC(C)c1cc(C(=O)O)on1,9,0.41,9,-10,8,-5,-2,-15,30
CN(C)c1ccc(Nc2nc(-c3cccnc3)cs2)cc1,nt,-0.04,-26,-12,9,-22,7,2,-2
Cc1cc(Cl)c(S(=O)(=O)N(C)C)cc1OCC(N)=O,-16,-0.12,15,4,-4,16,-2,-9,-8
O=C(NCc1ccc(N2CCCC2=O)cc1)Nc1ccccc1,-10,1.1,-40,-2,-1,-2,2,-9,12
Cc1nc2ccc(C(=O)N3CCN(c4ccccn4)CC3)cc2s1,7,1.4,0,-10,13,-6,-1,21,18
CCOC(=O)C1CCN(C(=O)CNS(=O)(=O)c2ccc(Br)s2)CC1,-14,1.2,3,10,-13,-1,-3,-15,7

# An excerpt from above in order of formula weight, highest first:
SMILES,IL1B cytotox,PTK2B oligo ant,F-actin modifier,PTPN22 act,LYP inh 2,ERa SRC1 inh,FAK blocker,TNFa cytotox,VCAM1 TNFa inh
COc1ccc(/C=N/OCc2nc3c4c(ncn3n2)Oc2ccc3ccccc3c2C4c2ccccc2)cc1 (configuration not stated),19,0.26,-4,-1,0,nt,-11,-23,-8
CCOC(=O)C1CCN(C(=O)CNS(=O)(=O)c2ccc(Br)s2)CC1,-14,1.2,3,10,-13,-1,-3,-15,7
CCOc1cc(N2CCOCC2)c(OCC)cc1NC(=O)CSc1cccc[n+]1[O-],-13,-0.1,-2,1,1,10,-1,10,-1
CSc1nsc(SC)c1C(=O)NCCNS(=O)(=O)c1ccc(C)cc1,-5,0.83,-6,-2,-1,-3,0,-7,14
COC(=O)C1=C(CSc2nccn2C)NC(=O)NC1c1cc(C)ccc1C (configuration not stated),0,0.81,nt,3,-2,4,2,-35,-3
O=S(=O)(Nc1nc2ccccc2s1)c1ccc(Br)s1,-25,-1.1,-12,6,-8,-19,-3,-12,2
Cc1ccc(OCC(=O)NNC(=O)CCC(=O)NCc2ccccc2)cc1,-2,0.71,nt,14,-12,nt,-2,-12,-3
c1ccc(Oc2nc(Oc3ccccc3)nc(N3CCOCC3)n2)cc1,-2,-2.1,20,6,-7,7[fluorescence artefact?],1,-18,15
Cc1nc2ccc(C(=O)N3CCN(c4ccccn4)CC3)cc2s1,7,1.4,0,-10,13,-6,-1,21,18
CCOC(=O)c1c(C)[nH]c(C(=O)NNC(=O)c2ccccc2)c1C,22,-0.37,-2,9,-5,nt,7,nt,-9
Cc1cc(Cl)c(S(=O)(=O)N(C)C)cc1OCC(N)=O,-16,-0.12,15,4,-4,16,-2,-9,-8
CN(C)c1ccc(Nc2nc(-c3cccnc3)cs2)cc1,nt,-0.04,-26,-12,9,-22,7,2,-2
CCC(C)NC(=O)Cn1cnc2sc(C)cc2c1=O (configuration not stated),-24,-0.13,2,-2,1,nt,-1,-13,-9
ON1C(c2ccccc2)CC2(O)c3nonc3CCC12 (configuration not stated),-2,0.35,22,0,-2,-11,0,-5,-3
CC(C)c1cc(C(=O)O)on1,9,0.41,9,-10,8,-5,-2,-15,30
